PAFAH1B2 FP inh – inhibitors of human PAFAH1B2. AID 492953. 340,000 compounds, 1.2% hits. recombinant PAFAH1B2, FP-rhodamine activity probe, fluorescence polarization. P68402. inhibition, % at 3.39 µM;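 active means inhibition above the mean of all tested compounds plus 3 SD, cut at about 24% in these data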;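 further: 0% = enzyme with DMSO and 100% = wells lacking PAFAH1B2; many of its hits are not listed in these tables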
Target sequence (P68402 whole entry, looked up): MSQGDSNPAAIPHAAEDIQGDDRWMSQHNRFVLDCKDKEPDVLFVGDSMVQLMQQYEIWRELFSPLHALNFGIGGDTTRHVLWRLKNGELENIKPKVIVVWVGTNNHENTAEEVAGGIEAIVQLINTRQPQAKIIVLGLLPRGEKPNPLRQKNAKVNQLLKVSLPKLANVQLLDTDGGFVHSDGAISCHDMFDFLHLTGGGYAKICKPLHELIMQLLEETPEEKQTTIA
PAFAH2 FP inh – inhibitors of human PAFAH2. recombinant PAFAH2, FP-rhodamine activity probe, fluorescence polarization. inhibition, % at 3.39 µM. 340,000 compounds, 0.99% hits;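 active means inhibition above the mean over all tested compounds plus 3 SD, cut at about 30% in these data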;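 further: inhibitors block probe labeling of enzyme so polarization drops; 0% = enzyme with DMSO and 100% = wells lacking PAFAH2 protein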
PAFAH1B3 inh – inhibitors of human PAFAH1B3; Q15102; 340,000 compounds, 0.28% hits; inhibition, % at 3.39 µM; recombinant PAFAH1B3, FP-rhodamine probe, fluorescence polarization;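 active means inhibition above the screen-wide average of all tested compounds plus 3 SD, cut at about 25% in these data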;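 further: 0% = enzyme with DMSO only and 100% = wells lacking PAFAH1B3 protein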
Target sequence (Q15102 whole entry, looked up): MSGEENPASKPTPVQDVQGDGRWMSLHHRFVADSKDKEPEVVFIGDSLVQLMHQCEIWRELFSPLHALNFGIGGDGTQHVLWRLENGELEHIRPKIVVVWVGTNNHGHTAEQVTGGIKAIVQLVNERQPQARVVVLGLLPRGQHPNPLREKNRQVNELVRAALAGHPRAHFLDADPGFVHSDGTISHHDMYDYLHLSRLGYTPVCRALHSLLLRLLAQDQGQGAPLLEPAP
* marks the source's active call; other numbers are inactive results. These rows are one share of the data, so the mix of outcomes need not match the whole.

PAFAH1B2 FP inh	PAFAH2 FP inh	PAFAH1B3 inh	mol
-4	5	-2	Cc1ccc(NC(=O)CCOc2ccccc2)c(C)c1
-6	2	-2	COc1ccc2c(CC(=O)OCC(=O)N(C)c3c(N)n(Cc4ccccc4)c(=O)[nH]c3=O)coc2c1
6	3	3	CCc1ccccc1NC(=O)NC1CCCCCCC1
1	2	8	c1ccc(-c2ncnc3ccccc23)cc1
6	1	8	O=C(O)C(=Cc1cccc([N+](=O)[O-])c1)c1ccc(Cl)cc1
2	5	5	CCOc1ccccc1Nc1nc(-c2cccnc2)cs1
5	3	-1	CCN(CC)c1ccc(C(=C2C=CC(=[N+](CC)CC)C=C2)c2ccc(N(CC)CC)cc2)cc1
4	9	8	CCOC(=O)CNS(=O)(=O)c1cc(-c2n[nH]c(=O)c3ccccc23)ccc1C
7	-2	-3	COc1ccc(NC(=O)NNS(=O)(=O)c2ccc(Br)cc2)cc1
6	8	11	Nc1cc2c(cc1Br)[nH]c(=O)c1ccccc12
6	8	8	CCc1cc2c(=O)c(-c3nc4ccccc4n3C)coc2c(CN2CCCCC2C)c1O (configuration not stated)
5	0	0	O=Cc1[nH]c2ccccc2c1N(C(=O)CCl)c1ccccc1
7	6	12	COc1ccc(-c2nc3c(C(=O)NCCN(C)C)cccc3c3ccccc23)cc1
3	10	-2	Cc1ccc(NC(=O)COC(=O)Cc2c[nH]c3ccccc23)cc1F
6	5	7	Cc1ccc(C(=O)COC(=O)C(C)N2C(=O)C3C4C=CC(C4)C3C2=O)cc1C (configuration not stated)
1	3	7	O=C1OCC2=C1C(c1ccc(F)cc1)c1cc3c(cc1N2)OCCO3 (configuration not stated)
15	-5	-2	CC(C)(C)c1ccc(OCC(=O)Nc2ccc3c4c(cccc24)C(=O)NC3=O)cc1
21	9	-2	COc1ccc(Cl)cc1NS(=O)(=O)c1c(C)[nH]c(=O)[nH]c1=O
7	0	-4	CC(C)COc1cccc(C(=O)Nc2cc(S(=O)(=O)N3CCOCC3)ccc2N2CCCC2)c1
4	2	-10	Cc1cn(CC(=O)NCc2ccc(N(C)C)cc2)c(=O)[nH]c1=O
0	-4	-2	COc1cccc(CN(C)C(=O)c2ccc(NC(=O)CC3SC(N4CCCCC4)=NC3=O)cc2)c1OC (configuration not stated)
0	-8	3	O=C1C2CCCN2C(=S)N1c1ccccc1 (configuration not stated)
2	2	5	O=S(=O)(c1ccccc1)N1CCN(C(=S)Nc2ccccc2)CC1
1	3	12	O=C(Nc1ccccc1F)c1cc(S(=O)(=O)N2CCOCC2)ccc1N1CCOCC1

Complete entries, looked up by structure.
`COc1ccc(-c2nc3c(C(=O)NCCN(C)C)cccc3c3ccccc23)cc1` across the screens: PAFAH1B2 FP inh: 7; PAFAH2 FP inh: 6; PAFAH1B3 inh: 12
`CC(C)(C)c1ccc(OCC(=O)Nc2ccc3c4c(cccc24)C(=O)NC3=O)cc1` across the screens: PAFAH1B2 FP inh: 15; PAFAH2 FP inh: -5; PAFAH1B3 inh: -2
`Cc1ccc(C(=O)COC(=O)C(C)N2C(=O)C3C4C=CC(C4)C3C2=O)cc1C` (configuration not stated) across the screens: PAFAH1B2 FP inh: 6; PAFAH2 FP inh: 5; PAFAH1B3 inh: 7

Continuation:
PAFAH1B2 FP inh	PAFAH2 FP inh	PAFAH1B3 inh	mol
1	6	10	CCOC(=O)c1c(C)cc(O)cc1O
4	12	2	COc1cccc(N2CCN(C(=O)c3cc4cc(Cl)ccc4[nH]3)CC2)c1
3	1	8	CC(=O)NC(c1ccc(C)cc1)c1cc(Cl)c2cccnc2c1O (configuration not stated)
6	3	9	CCC1(c2ccccc2)NC(=O)N(CC(=O)NCC2COc3ccccc3O2)C1=O (configuration not stated)
5	9	2	Cc1cccc(C)c1NC(=O)N1CC=CCC1
1	-8	2	COc1ccc(NS(=O)(=O)c2cc(NC(=O)C(CC(C)C)NC(N)=O)ccc2N2CCOCC2)cc1 (configuration not stated)
-1	25	1	COc1cccc(/C=C2/C(=O)NN(c3ccccc3)C2=O)c1
1	3	4	Cc1cc(C)nc(-n2nc(C)cc2NC(=O)c2cccc(S(=O)(=O)N3CCOCC3)c2)n1
12	13	16	O=C1Nc2ccccc2/C1=N/N=C/c1ccc(-c2ccc([N+](=O)[O-])cc2)o1
1	4	14	CN(C(=O)c1cccc(NC(=O)Cc2ccc(NC(=O)C3CCCN(C(=O)C4CC4)C3)cc2)c1)C1CCCC1 (configuration not stated)
4	1	3	O=C(c1cc2cc3ccc(Cl)cc3nc2o1)N1CCN(Cc2ccc3c(c2)OCO3)CC1
0	-2	3	O=C(CN1CCN(CC(=O)Nc2ccccc2Cl)CC1)NCC1(N2CCOCC2)CCCCC1
-3	-5	-9	O=C(NCC1COc2ccccc2O1)c1cccc(S(=O)(=O)N2CCN(c3ccccc3)CC2)c1 (configuration not stated)
1	5	4	O=C(NCC1CCCO1)c1ccc2[nH]c3c(c2c1)CCCC3 (configuration not stated)
3	12	-6	O=c1[nH]cnc2c1ncn2C1OC(CO)C(O)C1O (configuration not stated)
1	8	0	CC(C)CCNC(=O)C1CCC(CNS(=O)(=O)c2ccc(Cl)cc2)CC1 (configuration not stated)
3	-2	4	O=C(C(O)c1ccccc1)N1N=C(c2ccccc2)CC1(O)C(F)(F)F (configuration not stated)
6	5	4	CC1CCN(CC(=O)Nc2ccc(S(=O)(=O)N3CCCC(C)C3)cc2)CC1 (configuration not stated)
3	0	3	CCN1CCN(C(c2ccc(OC)c(OC)c2)c2nnnn2C(C)(C)C)CC1 (configuration not stated)
5	1	2	Cc1cc(O)ccc1NC(=O)Cc1cccc2ccccc12
16	-3	8	Brc1ccc(COn2ccnc2)cc1
1	0	3	Cc1cc2ncn(C3CC(O)C(CO)O3)c2cc1C (configuration not stated)
4	-2	12	O=C(c1cccs1)c1sccc1Cc1ccccc1
3	6	0	O=C(CN1C(=O)NC2(CCCC2)C1=O)N1CCN(c2ccc(C(F)(F)F)cc2[N+](=O)[O-])CC1
8	-1	1	CCN(C(=O)c1cccc(S(=O)(=O)N2CCCCC2)c1)C1CCS(=O)(=O)C1 (configuration not stated)
6	2	-1	COc1ccccc1OCCNc1ccc(S(=O)(=O)N2CCCC2)cn1
1	2	2	Cn1nc(C(=O)O)c(=O)n(C)c1=O
7	-2	-1	COc1ccc([C@H]2CC(=O)C=C(c3ccc(OC)c(F)c3)C2)cc1
8	7	5	COc1cc(/C=C/c2[nH]c(=O)[nH]c(=O)c2[N+](=O)[O-])cc(OC)c1O
-3	1	0	O=C(Nc1ccc(S(=O)(=O)Nc2ncccn2)cc1)C1CC(=O)N(c2ccccc2)C1 (configuration not stated)
17	5	7	O=C(CCS(=O)(=O)c1ccc(Cl)cc1)Nc1cccc(S(=O)(=O)N2CCCCCC2)c1
1	2	7	CC(C)C[C@H](NC(=O)C1CCC(CNC(=O)[C@@H]2CCCN2C(=O)OC(C)(C)C)CC1)C(=O)O (some centres not stated)
0	-3	7	CCC1(O)CCCC2C3CCC4CC(=O)CCC4(C)C3C(=O)CC21C (configuration not stated)
6	18	6	O=C(CN(Cc1cccs1)C(=O)CNS(=O)(=O)c1ccccc1)NCc1ccco1
-1	7	-9	COc1ccc(CCN2CC(C(=O)OCC(=O)N(C)CC(=O)Nc3ccccc3Cl)CC2=O)cc1OC (configuration not stated)
-2	-2	1	CNc1nc(N/N=C/c2cc([N+](=O)[O-])ccc2F)nc(Nc2ccccc2)n1
2	-4	3	CCC1S/C(=N/S(=O)(=O)c2ccc(N)cc2)NC1=O (configuration not stated)
3	18	5	O=C(/C=C/c1ccco1)c1cccc([N+](=O)[O-])c1
4	5	4	CCOC(=O)c1c[nH]c2c([N+](=O)[O-])cc(OC)cc2c1=O
6	4	11	Cc1cc(CNCCN(C)C)c(C)n1-c1cc(S(=O)(=O)N2CCOCC2)ccc1N1CCCC1
1	-7	2	CC(=NN(Cc1ccccc1)c1ccccc1)c1ccccc1
1	-1	4	CN(Cc1ccc(Cl)s1)C(=O)CN1C(=O)N(C)C2(CCCCC2)C1=O
7	9	21	N#C/C(=C\c1cccc(Cl)c1)C(=O)c1ccccc1
-2	-4	-1	O=C(CCNC(=O)c1ccc(Br)cc1)Nc1nc2ccccc2[nH]1
3	-12	8	O=C(/C=C/c1ccc2c(c1)OCO2)c1ccc(O)cc1O
12	1	-1	O=C1NC2(CCCCC2)OC12CCCCC2
6	-3	11	CC(C)C[C@@H](CN)NC(=O)c1nc[nH]c1C(=O)N[C@@H](Cc1c[nH]c2ccccc12)C(=O)CNC[C@H](C)NC(=O)c1nc[nH]c1C(=O)N[C@@H](C)C(=O)O
4	-3	3	O=C(NCC1COc2ccccc2O1)c1cc(S(=O)(=O)N2CCOCC2)ccc1F (configuration not stated)
0	14	0	CCN(CC)S(=O)(=O)c1ccc2c(c1)c(=O)c(C(=O)NCCc1ccc(OC)c(OC)c1)cn2C
2	0	-4	O=[N+]([O-])c1ccc(NNS(=O)(=O)c2cc(Cl)ccc2Cl)nc1
1	-9	-1	CCNC(=O)c1c(NC(=O)c2cc(-c3cc(C)cc(C)c3O)n[nH]2)sc2c1CCCC2
0	-2	7	CSCCC1NC(=O)C(C(C)=Nc2ccccc2)=C1O (configuration not stated)
10	19	6	Cn1c(SCC(=O)c2ccc(O)c(O)c2)nnc1-c1ccccc1
5	-6	0	O=C(C1CCN(S(=O)(=O)c2ccccc2)CC1)N1CCN(Cc2ccccc2)CC1
6	1	1	O=C1CCc2cc(NS(=O)(=O)c3ccc([N+](=O)[O-])cc3)cc3c2N1CC3
3	2	1	CC(OC(=O)C1CCN(S(=O)(=O)c2ccc(C(C)(C)C)cc2)CC1)C(=O)N(C)C1CCCCC1 (configuration not stated)
5	6	9	O=C(O)C(Cc1ccccc1[N+](=O)[O-])N1C(=O)c2ccccc2C1=O (configuration not stated)
8	2	7	CCN(CC(=O)Nc1c(F)cccc1F)C(=O)c1ccc(S(=O)(=O)N2CCCCCC2)cc1
1	-3	9	COC(=O)[C@@H](Cc1c[nH]c2ccccc12)NCc1ccc(B(O)O)cc1
12	-2	6	O=C(NCc1ccc(Cl)cc1)c1ccc2nc[nH]c2c1

Next part
PAFAH1B2 FP inh	PAFAH2 FP inh	PAFAH1B3 inh	mol
3	-9	7	CN(Cc1ccccc1)C(=O)c1cccc(NC(=O)Cc2ccc(NC(=O)C3CCN(C(=O)c4ccccc4)CC3)cc2)c1
5	1	5	O=C1CC[C@@H]2CC3(C[C@@H]4CCN1[C@H]24)Nc1cc(Cl)ccc1NC3=NC1CCCCC1 (some centres not stated)
5	-13	-18	COc1cccc(/C(O)=C/c2nc3ccc(C(=O)NCCc4ccc(Cl)cc4)cc3[nH]c2=O)c1
2	-5	-3	O=C(O)c1ccc(NC2(C(=O)O)CCCC2)cc1
6	3	4	O=C(C=Cc1ccccc1)c1ccc([N+](=O)[O-])cc1
3	3	10	S=C(NN=Cc1ccccn1)N(Cc1ccccn1)Cc1ccccn1
3	-4	1	CC1CN=C(c2ccccc2)O1 (configuration not stated)
3	-5	5	CCc1nc(SCC(=O)N2CCc3ccccc32)c2oc3ccccc3c2n1
-1	11	7	CC1CCCC(C)N1C(=O)/C=C/c1ccc(S(=O)(=O)N2CCOCC2)cc1 (configuration not stated)
4	2	6	COc1ccc(C)cc1NC(=O)c1cc(C2CC2)nc2c1c(C)nn2C1CCS(=O)(=O)C1 (configuration not stated)
4	-1	1	COc1ccc(CNC(=O)COC(=O)c2c(C)nn(-c3ccccc3)c2C)cc1OC
7	48*	11	CC1(C)CCCN(C(=O)c2coc(=O)c(Br)c2)C1

Part of the list above in a different format.
> CN(Cc1ccccc1)C(=O)c1cccc(NC(=O)Cc2ccc(NC(=O)C3CCN(C(=O)c4ccccc4)CC3)cc2)c1
  PAFAH1B2 FP inh: 3
  PAFAH2 FP inh: -9
  PAFAH1B3 inh: 7
> O=C1CC[C@@H]2CC3(C[C@@H]4CCN1[C@H]24)Nc1cc(Cl)ccc1NC3=NC1CCCCC1 (some centres not stated)
  PAFAH1B2 FP inh: 5
  PAFAH2 FP inh: 1
  PAFAH1B3 inh: 5
> COc1cccc(/C(O)=C/c2nc3ccc(C(=O)NCCc4ccc(Cl)cc4)cc3[nH]c2=O)c1
  PAFAH1B2 FP inh: 5
  PAFAH2 FP inh: -13
  PAFAH1B3 inh: -18
> O=C(O)c1ccc(NC2(C(=O)O)CCCC2)cc1
  PAFAH1B2 FP inh: 2
  PAFAH2 FP inh: -5
  PAFAH1B3 inh: -3

New compounds follow
PAFAH1B2 FP inh	PAFAH2 FP inh	PAFAH1B3 inh	mol
2	7	5	COc1cc(CNc2ccc(S(N)(=O)=O)cc2)ccc1OCc1ccccc1F
4	4	-2	OC(Cc1cccnc1)c1ccccc1 (configuration not stated)
6	32*	7	O=C(COC(=O)c1cccnc1Cl)Nc1cc(S(=O)(=O)N2CCCCCC2)ccc1Cl
4	-6	4	Clc1ccc(CNCC2CCCO2)cc1 (configuration not stated)
4	-3	-1	N#Cc1ccc(NC2c3ccccc3CC2O)cc1 (configuration not stated)
0	4	2	CC1=NN(C(N)=S)C(=O)C1N=Nc1ccc(Cl)cc1 (configuration not stated)
5	-1	14	Cc1cc(=O)oc2c(O)c(O)ccc12
1	4	10	Nc1nc(NCCOCCO)nc(Nc2cccc(F)c2)c1[N+](=O)[O-]
0	-1	-3	O=C(c1ccccc1)C1CC=CCC1C(=O)c1ccccc1 (configuration not stated)
3	64*	8	COc1ccccc1/C=C/C(=O)OCC(=O)NC1CC1
0	4	20	COc1cc(OC)cc(C(=O)NNC(=O)c2ccc3ccccc3n2)c1
8	6	-3	CCNc1ncnc2c1cnn2C1CCCCO1 (configuration not stated)
